# ABCB1 inh – inhibitors of human ABCB1 transporter, ABCG2 counter-screen; CCRF-Adr cells, JC-1 efflux, flow cytometry; 190,000 compounds, 0.067% hits; AID 1326; P08183; inhibition, % at 6.6 µM; in the data active means inhibition above about 40%;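 further: 0% = vehicle and 100% = reference inhibitor; higher value means more JC-1 retained so stronger ABCB1 efflux block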
# Rac1 act GTP bind – modulators of GTP binding to human Rac1 activated mutant. P63000. GST-Rac1 activated beads, fluorescent GTP binding, flow cytometry; actives lie on both sides; 100% means binding = to untreated wells. percent activity (GTP binding), % at 10 µM. 190,000 compounds, 0.11% hits;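 active means GTP binding at least 20 percentage points away from the 100% baseline, in either direction, so actives lie on both sides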
# Rab7 wt modul – dog Rab7 wildtype GTP binding, inhibitors and activators; GST-Rab7 beads, fluorescent GTP binding, flow cytometry; actives lie on both sides; untreated = 100%, excess cold GTP = 0%; GTP binding activity (percent of control), % at 10 µM; 190,000 compounds, 0.055% hits;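 active means fluorescent GTP binding to Rab7 beads changed by at least 20 points from the 100% baseline, either direction, mostly lower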;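 further: median green fluorescence of bound Bodipy-FL-GTP per Rab7 bead population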
# Cdc42 wt GTP – modulators (inhibitors or activators) of GTP binding to human Cdc42 wildtype; P60953; GST-Cdc42 beads, Bodipy-GTP binding, flow cytometry; actives lie on both sides; percent activity (GTP binding), % at 10 µM; 190,000 compounds, 0.2% hits; AID 761;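 active means percent activity GTP binding at least 20 points away from the 100% baseline, either down as inhibitor or up as activator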;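 further: median bead fluorescence of bound Bodipy-FL-GTP at 100 nM; 0% = excess unlabeled GTP control and 100% = no compound control; below 100% means less GTP binding so inhibitor and above means activator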
# ABCG2 inh – blocks JC-1 efflux by human ABCG2 transporter; IgMXP3 cells, flow cytometry; Q9UNQ0; 190,000 compounds, 0.1% hits; inhibition, % at 6.6 µM;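 active means inhibition above 80%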;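 further: 0% = DMSO and 100% = nicardipine control wells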
#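 Test system: IgMXP3 cells (ABCG2) mixed with DDAO far-red-labelled CCRF-Adr cells (ABCB1). Reagent: JC-1 transporter substrate. Compound dosing: single test compound dose, 6.6 µM final. Times: 10 min compound exposure, 25 °C. Detection: flow cytometry of retained JC-1 fluorescence. Read-out basis: efflux inhibition in percent versus controls. Controls: nicardipine and DMSO wells.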
# Rac1 wt modul – alters GTP binding to wildtype human Rac1 | GST-Rac1 beads, fluorescent GTP binding, flow cytometry; actives lie on both sides; 0 = cold GTP competed, 100 = untreated | GTP binding activity (% of control), % at 10 µM | P63000 | AID 757 | 190,000 compounds, 0.27% hits;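 active means GTP binding activity at least 20 points away from the 100% control level, either lower or higher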
# Rab2 wt GTP – changes GTP binding to wildtype dog Rab2A, up or down | GTP binding activity, % at 10 µM | AID 760 | P61105 | GST-Rab2 wt beads, Bodipy-GTP binding, flow cytometry | 190,000 compounds, 0.19% hits;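 active means GTP binding activity at least 20 points away from 100%, either lowered or raised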;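 further: 0% = beads with excess unlabeled GTP and 100% = no-compound control corrected for plate trend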
# Mcl1-Noxa inh – Mcl-1/Noxa interaction inhibition; Q07820; 220,000 compounds, 1.5% hits; AID 1022; inhibition, % at 21.7 µM; TR-FRET Mcl-1/Noxa peptide binding, 2 h;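 active means compounds that cut the protein-peptide binding signal by more than 50% relative to plate controls in a single-dose test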;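 further: His-tagged Mcl-1 with rhodamine Noxa BH3 peptide and terbium anti-His antibody; 0% = Mcl-1 plus Noxa peptide wells and 100% = peptide-only wells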
# Pf gametocyte – kills late stage P. falciparum gametocytes; P. falciparum stage V gametocytes, ATP luminescence, 24 h; inhibition, % at 10.9 µM; 150,000 compounds, 0.065% hits;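 active means inhibition above the mean plus 3 SD of compounds within the control limits, set per campaign, cut at about 38% in these data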;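 further: 0% = DMSO wells and 100% = medium only without gametocytes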
# HRas wt GTP – modulators of GTP binding to human HRas wildtype; P01112; GST-Ras wt beads, Bodipy-FL-GTP binding, flow cytometry; actives lie on both sides; GTP binding activity, % at 10 µM; 190,000 compounds, 0.14% hits; AID 759;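 active means GTP binding activity at least 20% away from the 100% baseline, either lowered as inhibitor or raised as activator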;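 further: 0% = unlabeled GTP competition control and 100% = no-compound control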
# Avidin fluor – avidin bead compound fluorescence profile; Avidin beads, compound fluorescence 488/530 nm, flow cytometry; stronger effect = higher value; fluorescence (KMESF) at 10 µM; 220,000 compounds, 0.38% hits; AID 1775; in the data active means fluorescence above about 47; further: inactives centre near 10
# * = called active by the depositor; x = no result given.
SMILES,ABCB1 inh,Rac1 act GTP bind,Rab7 wt modul,Cdc42 wt GTP,ABCG2 inh,Rac1 wt modul,Rab2 wt GTP,Mcl1-Noxa inh,Pf gametocyte,HRas wt GTP,Avidin fluor
Cc1ccc(S(=O)(=O)NCCNc2ccc([N+](=O)[O-])cc2C(F)(F)F)cc1,0.5,102.0,100.0,105.0,3.4,104.0,106.0,16.9,-3.4,105.0,8
COc1ccc(-c2nnc(SCC#N)o2)cc1,0.5,99.0,102.0,100.0,4.5,99.0,101.0,-2.7,x,102.0,9
COc1ccccc1Oc1ccc2c(c1)C(=O)N(c1ccccc1)C2=O,0.5,99.0,100.0,99.0,0.7,101.0,99.0,-11.5,x,99.0,7
Cc1ccc(NCc2nnc3n2CCCCC3)c(C)c1,0.0,96.0,94.0,96.0,1.9,97.0,95.0,7.5,-19.1,95.0,9
CC1=CC(C)C2(CO)COC(c3ccccc3O)C1C2C (stereo not given),0.2,98.0,95.0,101.0,0.8,97.0,98.0,-1.2,x,99.0,8
COc1ccc(NC(=O)c2ccc(COCC(F)(F)F)cc2)cc1OC,-0.2,100.0,96.0,100.0,-0.6,103.0,99.0,13.0,6.5,99.0,13
COCCOC(=O)C1=C(C)NC2=C(C(=O)CC(C)(C)C2)C1c1cccnc1 (stereo not given),0.0,98.0,97.0,99.0,0.3,99.0,97.0,-8.8,-39.2,98.0,23
Cc1cc(=O)[nH]c2cc(O)ccc12,-0.2,97.0,102.0,102.0,2.4,105.0,99.0,4.6,x,99.0,11
OCCCNC(=S)NC1CCCC1,0.5,96.0,105.0,102.0,1.6,102.0,102.0,4.8,-19.7,101.0,9
COc1ccc(N2CCN(C(=O)CSc3nnc(-c4cc5ccccc5cc4O)n3C)CC2)cc1,1.1,96.0,94.0,96.0,5.5,97.0,94.0,17.8,14.7,97.0,14
CCCOc1c(Br)cc(/C=N/O)cc1OC,0.1,99.0,97.0,107.0,1.4,104.0,98.0,1.1,-38.3,100.0,6
CCc1ccc(OCCCC(=O)NCc2ccccc2)cc1,0.1,102.0,98.0,101.0,1.7,104.0,98.0,11.8,x,99.0,3
CCCC(=O)NNC(=O)CCC(=O)Nc1ccccc1Cl,0.0,93.0,101.0,92.0,0.5,91.0,95.0,0.3,9.8,94.0,20
CC(C)Oc1ccc(CN=C(N)N=C(N)N)cc1Cl,-0.1,99.0,96.0,98.0,0.0,100.0,95.0,-0.1,-1.0,100.0,11
Cc1noc(C)c1C(=O)OCC(=O)c1ccc[nH]1,0.6,97.0,99.0,99.0,2.4,98.0,99.0,20.8,16.7,100.0,15
CCN1CCN(CC(=O)Nc2cc(C)c(C)cc2[N+](=O)[O-])CC1,0.5,97.0,97.0,101.0,0.8,99.0,98.0,17.6,-7.2,96.0,12
CC(C)C(=O)Nc1nnc(SCc2cccc(F)c2)s1,1.3,95.0,104.0,94.0,18.8,96.0,97.0,11.8,-3.1,96.0,10
CN(Cc1ccon1)Cc1cn(C)nc1-c1ccc2c(c1)OCCO2,-0.7,92.0,96.0,92.0,6.9,89.0,97.0,15.8,x,92.0,10
COc1cc(C(=O)OCc2ccc(C)cc2)cc(NC(=O)c2cccs2)c1OC,6.7,103.0,101.0,102.0,42.3,107.0,103.0,11.8,-0.1,103.0,13
O=C(CSCc1cccc(Cl)c1)N/N=C/c1ccc(OCC(=O)N2CCCCC2)cc1,0.4,101.0,112.0,107.0,3.4,105.0,107.0,-1.2,x,106.0,17
CN(C)S(=O)(=O)c1ccc(NC=O)cc1,0.0,95.0,96.0,100.0,1.3,100.0,98.0,21.0,x,99.0,19
Cc1cc(C)n(CCNC(=O)CC2C(=O)NCCN2Cc2ccccc2C(F)(F)F)n1 (stereo not given),-0.2,95.0,97.0,94.0,0.3,95.0,98.0,1.4,5.3,97.0,5
CC(=O)Nc1nc(C)c(Oc2ccc(Cl)cc2Cl)c(=O)[nH]1,2.6,100.0,100.0,102.0,3.7,105.0,103.0,9.8,x,102.0,16
COc1ccc2c(c1)C(c1ccc(C)o1)=NNC(c1cccnc1)=N2,0.1,95.0,102.0,99.0,1.4,97.0,100.0,4.4,13.2,100.0,10
CNC(=O)COC(=O)c1ccc(NC(=O)CC#N)cc1,0.2,102.0,104.0,104.0,1.4,112.0,104.0,0.8,-13.3,106.0,6

# Molecules shown so far with an aryl methoxy group (seven):
SMILES,ABCB1 inh,Rac1 act GTP bind,Rab7 wt modul,Cdc42 wt GTP,ABCG2 inh,Rac1 wt modul,Rab2 wt GTP,Mcl1-Noxa inh,Pf gametocyte,HRas wt GTP,Avidin fluor
COc1ccc(-c2nnc(SCC#N)o2)cc1,0.5,99.0,102.0,100.0,4.5,99.0,101.0,-2.7,x,102.0,9
COc1ccccc1Oc1ccc2c(c1)C(=O)N(c1ccccc1)C2=O,0.5,99.0,100.0,99.0,0.7,101.0,99.0,-11.5,x,99.0,7
COc1ccc(NC(=O)c2ccc(COCC(F)(F)F)cc2)cc1OC,-0.2,100.0,96.0,100.0,-0.6,103.0,99.0,13.0,6.5,99.0,13
COc1ccc(N2CCN(C(=O)CSc3nnc(-c4cc5ccccc5cc4O)n3C)CC2)cc1,1.1,96.0,94.0,96.0,5.5,97.0,94.0,17.8,14.7,97.0,14
CCCOc1c(Br)cc(/C=N/O)cc1OC,0.1,99.0,97.0,107.0,1.4,104.0,98.0,1.1,-38.3,100.0,6
COc1cc(C(=O)OCc2ccc(C)cc2)cc(NC(=O)c2cccs2)c1OC,6.7,103.0,101.0,102.0,42.3,107.0,103.0,11.8,-0.1,103.0,13
COc1ccc2c(c1)C(c1ccc(C)o1)=NNC(c1cccnc1)=N2,0.1,95.0,102.0,99.0,1.4,97.0,100.0,4.4,13.2,100.0,10

# Further structures follow.
SMILES,ABCB1 inh,Rac1 act GTP bind,Rab7 wt modul,Cdc42 wt GTP,ABCG2 inh,Rac1 wt modul,Rab2 wt GTP,Mcl1-Noxa inh,Pf gametocyte,HRas wt GTP,Avidin fluor
CC1(C)CC(=O)C2=C(C1)N(Cc1ccco1)C(=O)C2(NC(=O)c1cccnc1)C(F)(F)F (stereo not given),1.6,101.0,104.0,101.0,1.9,106.0,104.0,7.0,7.5,102.0,14
Cc1ccc(N2C(=O)CC(Sc3ncccc3C(=O)O)C2=O)cc1 (stereo not given),1.9,97.0,96.0,97.0,10.9,98.0,98.0,1.5,-0.3,96.0,10
Cc1ccc(-c2noc(CSc3nnc(-c4cccs4)n3C)n2)cc1,0.0,99.0,100.0,100.0,1.0,100.0,99.0,-13.7,-8.5,99.0,9
Cc1nn(-c2ccc(F)cc2)c(Cl)c1/C=C/C(=O)N1CCNC(=O)C1,-1.2,98.0,98.0,103.0,13.0,106.0,99.0,-2.7,-0.1,102.0,x
O=C(COc1ccc2ccc(=O)oc2c1)OCc1ccccc1,0.3,96.0,94.0,96.0,6.5,96.0,95.0,10.5,10.8,96.0,10
Cc1ccc2nc(SCc3nc4ccccc4c(=O)[nH]3)[nH]c2c1,1.8,97.0,96.0,99.0,8.1,99.0,100.0,28.7,-17.9,100.0,12
CCOC(=O)/C(C#N)=C1/C=CN(C)C(C)=N1,0.7,99.0,103.0,104.0,6.0,104.0,101.0,2.2,x,100.0,6
Cn1c(N)c(C(=O)COC(=O)C2(c3cccc(F)c3)CCCC2)c(=O)n(C)c1=O,0.6,100.0,101.0,104.0,16.2,103.0,102.0,10.4,x,103.0,9
COc1ccc(NC(=O)CCc2nc(-c3ccc(C)cc3)no2)cc1Cl,1.1,98.0,97.0,101.0,58.5,109.0,99.0,-0.7,6.6,99.0,33
Cc1ccc2[nH]c(-c3ccccc3)c(CN3CCOCC3)c(=O)c2c1,0.0,100.0,98.0,97.0,8.3,109.0,98.0,7.9,x,102.0,12
COC(=O)c1c(C)nsc1NC(=O)Oc1ccccc1,0.4,95.0,103.0,94.0,4.3,96.0,96.0,6.8,9.4,95.0,25
FC(F)(F)c1cccc(Cc2noc(CN3CCCCC3c3ccccn3)n2)c1 (stereo not given),1.4,98.0,99.0,94.0,1.1,101.0,97.0,-0.6,-8.9,97.0,9
COc1ccc(NC(=O)C23CC4CC(C2)CC(c2ccc(C)cc2)(C4)C3)cc1,0.1,100.0,103.0,101.0,7.8,99.0,99.0,-3.7,1.5,101.0,16
Cc1cc(C)cc(N/C(N)=N/c2nc(C)cc(C)n2)c1,2.3,98.0,100.0,102.0,5.0,104.0,99.0,17.8,-19.8,102.0,5
CCOC(=O)C1C(=O)OC2(CCCC2)C1C(=O)OCC (stereo not given),0.1,97.0,99.0,103.0,0.1,102.0,99.0,-8.9,3.8,100.0,9
CCCCn1c(N)c(-c2nc3ccccc3s2)c2c([N+](=O)[O-])nn(CC)c(=O)c21,-0.1,102.0,100.0,99.0,0.0,105.0,99.0,-9.1,x,99.0,7
CC(/C=C/c1ccco1)=N\NC(=O)c1cc(C)[nH]n1,-0.1,99.0,103.0,99.0,3.5,106.0,95.0,77.8*,-4.8,99.0,9
C[C@@H]1CN(C(=O)c2nc3ccc(Cl)cn3c2CNCC[C@@H]2C[C@@H]3C=C[C@H]2C3)C[C@H](C)O1,3.1,96.0,98.0,96.0,1.0,101.0,98.0,3.2,-16.3,100.0,6
Cc1nc(NC(=O)/C=C/c2ccco2)sc1C,0.0,98.0,100.0,97.0,4.4,99.0,96.0,57.7*,x,98.0,2
CCc1nnc(NC(=O)CSc2nnc(-c3cc4ccccc4cc3O)n2CC)s1,-0.4,97.0,98.0,104.0,23.7,103.0,100.0,21.5,2.8,100.0,34
Cc1ccc(OCc2nnc(SCc3cc(=O)[nH]c4ccccc34)o2)cc1,-0.1,102.0,104.0,102.0,-0.5,107.0,98.0,4.9,x,102.0,9
CCCCCOCC(O)CCC(=O)NN (stereo not given),0.1,105.0,106.0,109.0,0.7,110.0,105.0,4.7,x,106.0,2
COc1cccc(CNC(=O)C2=Cc3cccc(OC)c3OC2)c1,-0.2,93.0,89.0,92.0,0.4,91.0,92.0,7.1,-9.8,93.0,9
O=C(c1ccc([N+](=O)[O-])cc1)N1CCC(n2nnc3cc(F)ccc32)CC1,0.4,101.0,97.0,104.0,4.5,106.0,104.0,21.9,0.9,103.0,16
O=C(CN1C(=O)NC2(CCCCCC2)C1=O)NCc1cccs1,1.6,100.0,99.0,102.0,11.4,105.0,98.0,6.1,1.5,100.0,3

# Source: PubChem BioAssay (several laboratories)
